# DAX1 inh-1 = DAX1 (NR0B1) inhibition, primary screen. HEK293T StAR-luciferase reporter, SF-1/DAX-1 repression relief. inhibition, % at 6.8 µM. actives 1.1% (n = 370,000). AID 652010;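 active = inhibition above the mean over all tested compounds plus 3 SD, cut at about 3.6% in these data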;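 note: 0% = DAX-1 cells with DMSO and 100% = cells lacking DAX-1 with DMSO; higher inhibition means more luminescence from relief of DAX-1 repression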
# SMARCA2 activ = activators of SMARCA2 function. activation, % at 9.1 µM. AID 652017. actives 1% (n = 370,000). MG213 cells, MMTV-luciferase reporter, dexamethasone, overnight; in the data active = activation above about 7.8%;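 note: 0% = vehicle wells and 100% = reference activator wells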
# GC-B act = GC-B (human) receptor activation; HEK293-GC-B cells, CNP EC30, cGMP TR-FRET; 0% at EC30 CNP, 100% saturating CNP; AID 1920062; activation, % at 10 µM; P20594; actives 0.11% (n = 370,000);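 active = activation at 10 µM reaching about 35% in either raw or pattern-adjusted values, limit read from the data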
# hcDAF12 agonist = activates DAF-12 receptor from parasite H. contortus; HEK293 hcDAF-12 lit1-tk-luc reporter, luminescence; 0% DMSO, 100% Δ7-dafachronic acid; activation, % at 6.8 µM; actives 1.4% (n = 370,000); AID 652067;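 active = activation above the mean of all tested compounds plus 3 SD, cut at about 5.5% in these data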;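 note: 100% = response to 3 µM Δ7-dafachronic acid high control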
# hgDAF12 agonist = hgDAF-12 agonism, primary luciferase screen; HEK293 GAL4-hgDAF12 UAS-luciferase reporter, agonist luminescence; normalized to butyrate control; activation, % at 6.8 µM; actives 1.8% (n = 370,000); AID 687014;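 active = activation above a cutoff set at the mean of all screened compounds plus 3 SD, cut at about 10% in these data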;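 note: 0% = DMSO wells and 100% = sodium butyrate wells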
# DAX1 inh-2 = inhibits human nuclear receptor DAX1; AID 504766; inhibition, % at 6.75 µM; HEK293 Gal4-DAX1 luciferase reporter, luminescence; actives 0.99% (n = 340,000); P51843;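 active = inhibition above the mean over all tested compounds plus 3 SD, cut at about 4.2% in these data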;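 note: 0% = DAX1-transfected cells with DMSO and 100% = empty-vector control cells with DMSO; inhibition shows as a rise in luminescence from relieved DAX1 repression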
# Target sequence (P51843 207-470 limits assumed): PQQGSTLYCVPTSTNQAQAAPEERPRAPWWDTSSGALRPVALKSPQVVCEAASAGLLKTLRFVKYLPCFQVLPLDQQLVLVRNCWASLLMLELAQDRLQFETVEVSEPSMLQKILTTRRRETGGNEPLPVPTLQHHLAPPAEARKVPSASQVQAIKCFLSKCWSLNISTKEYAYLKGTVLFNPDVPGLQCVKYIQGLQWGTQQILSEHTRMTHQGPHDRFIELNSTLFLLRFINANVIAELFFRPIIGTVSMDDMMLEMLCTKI
# FXN GAA850 act = increases GAA850 frataxin promoter reporter activity | HEK293 lucGAA850 FXN promoter luciferase reporter, 24 h; percent of 10 µM SAHA response | activation, % at 6 µM | AID 540364 | actives 0.56% (n = 360,000);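 active = activation above the average of all compounds screened plus 3 SD, cutoff fixed separately per campaign, cut at about 7.5% in these data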;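 note: 0% = DMSO wells and 100% = 10 µM SAHA wells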
# KLK7 zymogen act = activators of human kallikrein-7 zymogen; P49862; purified proKLK7, EDANS-DABCYL substrate fluorescence; 100% is mature enzyme control, 0% vehicle; activation, % at 7 µM; actives 0.9% (n = 370,000); AID 652039;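 active = activation above the mean of all tested compounds plus 3 SD, computed per campaign excluding outliers beyond control limits, cut at about 13% in these data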
# Target sequence (P49862 whole entry, looked up): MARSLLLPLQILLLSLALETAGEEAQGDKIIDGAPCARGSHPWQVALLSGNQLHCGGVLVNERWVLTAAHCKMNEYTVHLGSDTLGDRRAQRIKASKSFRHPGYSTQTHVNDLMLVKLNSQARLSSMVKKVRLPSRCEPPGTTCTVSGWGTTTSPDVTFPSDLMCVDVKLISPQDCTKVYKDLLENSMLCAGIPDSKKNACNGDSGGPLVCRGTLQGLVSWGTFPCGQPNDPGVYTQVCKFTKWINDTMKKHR
# NPR1 activator = GC-A (human) enzyme activation. P16066. HEK293 GC-A cells, cGMP TR-FRET, EC30 ANP; 0% at EC30 ANP, 100% saturating ANP. activation, % at 10 µM. actives 0.14% (n = 370,000); in the data active = activation above about 40%
# sPLA2-III inh = Inhibits HGIII-sPLA2 liposome hydrolysis, primary screen. QFRET BODIPY PC-A2 liposome hydrolysis, fluorescence. inhibition, % at 12.2 µM. actives 0.56% (n = 370,000). AID 743126;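 active = inhibition above mean plus 3 SD of compounds lying within the high and low control bounds, cut at about 19% in these data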;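 note: 0% = median of test compound wells and 100% = no enzyme DMSO wells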
# Target sequence (Q9NZ20 whole entry, looked up): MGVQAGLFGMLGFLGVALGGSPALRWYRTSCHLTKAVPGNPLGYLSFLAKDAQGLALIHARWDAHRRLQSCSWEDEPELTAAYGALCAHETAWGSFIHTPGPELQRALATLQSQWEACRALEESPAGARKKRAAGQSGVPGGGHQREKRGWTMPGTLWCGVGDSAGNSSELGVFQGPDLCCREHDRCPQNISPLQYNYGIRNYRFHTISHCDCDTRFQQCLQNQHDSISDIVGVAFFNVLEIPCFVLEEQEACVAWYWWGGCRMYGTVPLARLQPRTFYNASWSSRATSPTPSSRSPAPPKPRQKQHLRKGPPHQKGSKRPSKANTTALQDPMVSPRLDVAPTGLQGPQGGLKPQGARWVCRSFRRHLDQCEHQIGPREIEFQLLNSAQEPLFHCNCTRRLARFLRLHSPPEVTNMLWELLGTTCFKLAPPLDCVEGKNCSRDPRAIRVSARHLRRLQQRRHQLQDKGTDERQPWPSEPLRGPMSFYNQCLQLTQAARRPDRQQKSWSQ
# ssDAF12 agonist = activates DAF-12 receptor from parasite S. stercoralis; HEK293 ssDAF-12/GRIP1 lit1-tk-luc reporter, luminescence; % of 3 µM dafachronic acid response; activation, % at 6.8 µM; actives 1% (n = 370,000); AID 652126;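 active = activation above the mean over all tested compounds plus 3 SD, cut at about 0.9% in these data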;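 note: 0% = DMSO-only wells and 100% = 3 µM delta7-dafachronic acid wells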
# Starred values were filed as active, the others as inactive; x = not tested or not shown.
SMILES,DAX1 inh-1,SMARCA2 activ,GC-B act,hcDAF12 agonist,hgDAF12 agonist,DAX1 inh-2,FXN GAA850 act,KLK7 zymogen act,NPR1 activator,sPLA2-III inh,ssDAF12 agonist
COc1ccc(NC(=O)CSc2nnnn2C)cc1S(=O)(=O)N1CCCCC1,0.6,1,-4,-0.6,0.9,-0.3,0.9,0.1,-1,-2,-1.2
CSC1=C(C#N)C(c2ccc(Cl)cc2)C2=C(CC(C)(C)CC2=O)N1 (stereo unspecified),-1.9,-6,-5,0.6,-1.6,-0.7,-6.7,1.5,-17,-21,-1.6
CC(=O)c1cccc(-c2ccc3c(c2)C(C)(Cc2ccc(S(C)(=O)=O)cc2)C(=O)N3)c1 (stereo unspecified),-2.5,-1,0,-2.6,-0.8,x,4.2,0.6,1,-8,-0.9
CCN1CCN(CCNC(=O)c2cc(Cl)c(NC(=O)C3=C(C)OCCS3)cc2OC)CC1,-0.6,-3,9,-2.0,0.8,0.0,-1.2,-0.3,8,1,-1.6
C/C(=N\NS(C)(=O)=O)c1ccc(C)cc1,-0.5,-5,2,-0.7,-2.1,1.4,0.6,-0.1,4,-2,-0.8
CC(NC(=O)CCC(=O)c1ccccc1)c1ccc(F)cc1 (stereo unspecified),-1.1,-2,3,1.7,0.1,0.3,0.8,-0.1,-3,-2,-1.0
COc1ccc(N=C2NC(=O)/C(=C\c3ccco3)S2)cc1,0.1,2,-4,-2.0,1.5,-1.3,2.4,0.0,-3,-18,-1.8
CC(=O)c1c(OC(=O)c2ccc(C)cc2)c2ccccc2n1C,-0.6,-3,-5,0.5,-1.4,-0.6,1.4,-0.1,-4,-4,-1.1
COc1ccc(Cc2noc(CN3CCN(C4CCc5ccccc5C4)CC3)n2)cc1OC (stereo unspecified),-1.3,-2,6,-2.5,-6.3,x,1.9,0.3,1,-7,-1.9
Cc1cc(NC(=O)NC(=O)c2ccccc2NC(=O)C(C)N)ccc1Oc1ncc(Br)cn1 (stereo unspecified),0.8,0,-2,-0.1,-1.8,0.2,-0.9,0.0,5,15,-1.5
CCC1CCc2sc(C(=O)N3CCCN(C)CC3)cc2C1 (stereo unspecified),2.9,2,2,1.6,2.5,1.0,4.8,0.4,3,5,-0.8
Cc1ccc(CN2CCN(CCCc3ccccc3)CC2CCO)cc1 (stereo unspecified),0.2,-2,-4,-0.6,-0.9,-0.6,4.8,0.5,4,-15,-0.7
CC(=O)Nc1ccc(NC(=O)C(C)OC(=O)c2ccc(-n3cnnn3)cc2)cc1 (stereo unspecified),-0.1,-1,4,-1.4,-0.8,-0.7,1.3,0.6,0,-1,-0.7
CC(C)CC(=O)N1CCC(C(=O)NCC2COc3ccccc3O2)CC1 (stereo unspecified),-0.1,-1,1,-0.6,-1.0,x,x,-0.1,5,-4,-2.0
Fc1ccc(Nc2ncnc3sc4c(c23)CCC4)cc1,-0.7,2,1,1.2,1.0,0.0,-1.3,-0.3,-2,-4,-1.1
CC(=O)c1nn(-c2ccccc2)c(=Nc2ccccc2)cc1C,1.7,-2,0,-1.5,-2.3,x,x,0.1,3,12,-1.3
COC(=O)c1ccc(COc2ccccc2/C=N/Nc2cccc(C(=O)O)c2)cc1,1.6,1,-4,-1.0,3.0,-1.2,5.5,0.4,0,0,-1.4
Cc1ncoc1C(=O)N1CCCC(C(=O)c2ccc(-c3ccccc3)cc2)C1 (stereo unspecified),-0.4,0,-1,-0.5,-2.1,-0.5,2.6,0.5,0,-6,-1.6
Cc1ccc(S(=O)(=O)N2CCCCC2)cc1NC(=O)Cn1ccc(C(F)(F)F)n1,-0.8,-2,1,-1.4,-0.6,0.4,1.7,0.1,2,-6,-2.3
CC(=O)c1ccc(OCC(O)CNCc2ccc3c(c2)OCO3)cc1 (stereo unspecified),-0.4,-2,-1,-0.9,3.0,1.0,0.9,0.3,1,-7,-0.1

# 3 compounds from above, sorted by the number in hcDAF12 agonist, falling:
Compound,hcDAF12 agonist
CC(NC(=O)CCC(=O)c1ccccc1)c1ccc(F)cc1 (stereo unspecified),1.7
CCC1CCc2sc(C(=O)N3CCCN(C)CC3)cc2C1 (stereo unspecified),1.6
CC(=O)c1c(OC(=O)c2ccc(C)cc2)c2ccccc2n1C,0.5

# Going on with the list.
SMILES,DAX1 inh-1,SMARCA2 activ,GC-B act,hcDAF12 agonist,hgDAF12 agonist,DAX1 inh-2,FXN GAA850 act,KLK7 zymogen act,NPR1 activator,sPLA2-III inh,ssDAF12 agonist
Cc1cc(C)nc(SCc2nc3ccccc3n2C)n1,0.4,0,7,1.0,4.5,0.3,1.7,-0.6,5,4,-0.1
Cc1cc(C=O)c(C)n1-c1ccc(N2CCCC2)c([N+](=O)[O-])c1,0.1,1,-6,-0.8,0.8,-0.9,-1.2,0.0,-2,1,-0.1
CC1(C)C2CCC1(CS(=O)(=O)NCc1ccc(Cl)cc1Cl)C(=O)C2 (stereo unspecified),0.1,-2,1,1.4,-1.8,0.8,0.3,0.1,-3,-10,-1.0
CC(=O)N1CCN(C(=O)c2cc(S(=O)(=O)NCc3ccccc3)ccc2C)CC1,-0.1,0,0,0.4,-1.1,0.9,0.1,0.2,3,3,-1.2
O=C(NC(=S)NC(CO)c1ccccc1)c1ccc(F)cc1 (stereo unspecified),0.0,-1,3,-3.4,0.0,0.1,0.3,-0.6,2,6,-1.6
Cc1onc(-c2c(F)cccc2Cl)c1C(=O)NC(=S)NC1CCSC1=O (stereo unspecified),-0.6,-3,5,-1.8,-4.3,0.9,3.5,-0.3,-1,1,-1.1
CCN1CCCC1CNC(=O)c1ccc(N2CCOCC2)c(NS(=O)(=O)c2ccc(OC)cc2)c1 (stereo unspecified),3.1,5,2,1.3,-1.4,0.9,0.8,-0.6,5,1,-0.4
COc1cnn(Cc2ccccc2)c(=O)c1SCc1ccccc1,0.5,-4,-2,-2.2,-2.2,1.8,0.6,-0.5,-5,11,-1.6
CCOC(=O)c1nnn(-c2nonc2OC)c1-c1ccccc1,-0.2,-2,3,-1.2,-1.0,0.0,-0.1,-0.1,7,-3,-0.7
COc1ccc(CN2CCN(C(=O)c3ccc(S(=O)(=O)NCc4ccco4)cc3)CC2)cc1F,-6.5,-2,-2,-3.3,-6.5,-3.9,-1.7,0.0,1,-10,-1.5
CNC(=O)c1c(NC(=O)c2ccc(S(=O)(=O)N3CCCCC3C)cc2)sc2c1CCN(C)C2 (stereo unspecified),-1.1,1,-3,-4.4,1.7,-0.9,1.2,6.5,-1,-24,-1.6
CC1CCCCN1C(=O)CSc1nc(N)cc(=O)[nH]1 (stereo unspecified),-0.9,1,2,-0.6,0.5,-1.3,1.4,0.1,0,-1,-1.4
COc1ccc(C(=O)n2nc(-c3ccco3)nc2N)cc1,-0.7,-6,-5,0.8,-0.4,0.0,-0.2,-0.1,1,6,-0.9
COC(=O)Cn1c(CN2CCN(c3ccccc3F)CC2)nc2c1c(=O)n(C)c(=O)n2C,-0.7,0,0,-2.6,1.1,-1.1,-0.9,-0.2,-3,-1,-1.4
CC(C)Oc1ccc(CNCCC2(C(C)C)CCOC(C)(C)C2)cc1 (stereo unspecified),0.6,-5,-3,-0.8,0.1,-1.4,-2.8,0.1,4,4,-1.0
CCN(CC)CCn1c2c(c(SCC(=O)Nc3nc4ccccc4s3)nc1=O)CCC2,3.5,1,-8,5.8*,8.1,-0.6,3.3,0.4,5,-11,0.2
COc1ccc(NC(=O)C(=O)c2cn(CC(=O)N3CCCC3)c3ccccc23)c(OC)c1,1.4,-3,3,-0.9,-3.3,0.5,-0.4,0.4,1,6,-1.1
CCCc1[nH][nH]c(=O)c1C(c1cccc(Cl)c1)C(C#N)C#N (stereo unspecified),0.9,-2,1,-1.6,0.1,4.5*,-0.7,0.4,0,-1,-0.9
Cn1/c(=N\NC(=O)C2CCCCC2)sc2ccccc21,-0.2,-1,8,2.6,0.6,-1.2,4.0,-0.1,-5,0,-0.6
COc1ccc(C2CC(=O)Oc3cc4c(cc32)OCO4)cc1 (stereo unspecified),0.3,1,0,1.2,0.2,-1.1,-0.1,0.0,10,-3,-1.1
CN(C)C(CNC(=O)c1cccc(NS(=O)(=O)c2ccc(Br)cc2)c1)c1ccco1 (stereo unspecified),0.6,4,-2,-0.4,2.6,1.0,-0.6,0.3,-1,-14,-1.3
COc1ccc(OCCN2C(=O)c3ccccc3C2=O)cc1,0.7,2,-1,-1.3,2.6,-1.0,4.1,0.5,-2,-1,-1.1
CC(=O)Nc1cc(-c2cccc(CO)c2)cn2c(-c3cccc(C(F)(F)F)c3)cnc12,0.9,-2,37*,-0.3,-1.3,x,-0.2,-1.0,-4,2,-1.3
COc1cccc(N2CCN(CC(=O)Nc3ccnn3C3CCCC3)CC2)c1,-2.8,-1,0,-1.4,-1.8,-1.1,0.5,0.1,-2,-1,-1.4
COc1ccc(OCc2cc(C(=O)NC(C)c3cnn(C)c3)no2)c(Cl)c1 (stereo unspecified),0.2,6,0,1.3,3.9,1.5,2.5,0.9,5,-9,-1.2
O=S(=O)(Nc1cnc2ccccc2c1)N1CCCCCC1,-1.8,0,-1,1.1,2.6,0.1,0.8,0.4,-2,-19,-0.9
O=C(NNS(=O)(=O)c1ccc2ccccc2c1)c1cccs1,0.5,7,5,-0.9,-1.8,2.0,-2.1,-0.2,-5,-21,-0.6
CS(=O)(=O)N(CC(=O)Nc1ccc(S(=O)(=O)N2CCOCC2)cc1)c1ccccc1Br,-1.2,2,-2,0.1,-1.6,0.2,1.9,0.1,-4,-19,-1.7
CCCCC[C@H](C)N1C[C@H](COCc2ccccc2)Oc2cc(N3CCC[C@@H]3CO)ccc2S1(=O)=O,0.3,-4,6,2.7,-0.2,x,x,-0.8,0,-19,-1.5
CCOC(=O)N1CCN(S(=O)(=O)c2ccc(C(=O)N(CCN(C)C)c3nc4ccc(CC)cc4s3)cc2)CC1,1.4,0,3,1.1,3.9,-0.1,2.0,0.9,-2,-6,-1.1

# 3 entries drawn at random from the list so far:
SMILES,DAX1 inh-1,SMARCA2 activ,GC-B act,hcDAF12 agonist,hgDAF12 agonist,DAX1 inh-2,FXN GAA850 act,KLK7 zymogen act,NPR1 activator,sPLA2-III inh,ssDAF12 agonist
CCCCC[C@H](C)N1C[C@H](COCc2ccccc2)Oc2cc(N3CCC[C@@H]3CO)ccc2S1(=O)=O,0.3,-4,6,2.7,-0.2,x,x,-0.8,0,-19,-1.5
O=C(NNS(=O)(=O)c1ccc2ccccc2c1)c1cccs1,0.5,7,5,-0.9,-1.8,2.0,-2.1,-0.2,-5,-21,-0.6
CN(C)C(CNC(=O)c1cccc(NS(=O)(=O)c2ccc(Br)cc2)c1)c1ccco1 (stereo unspecified),0.6,4,-2,-0.4,2.6,1.0,-0.6,0.3,-1,-14,-1.3

# Compound activity deposited in PubChem by several laboratories.

# Rows are unselected (roughly 6.7% active in at least one column).
